ERK AVP inh – blocks ERK signaling stimulated by vasopressin. 72,000 tested, 0.99% active. Potency, µM (titrated, usually from 57.5 µM), without a hit: at the top dose activity, negative = inhibition, actives largely listed as inhibitors. HEK293-V1b, vasopressin-stimulated pERK AlphaScreen; also: potency is read from the fitted curve at half-maximal effect; % is scaled to controls: 0 for no effect and ±100 for the full control effect; nearly all actives have a fitted effect of over 55% in size
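qHTS, compounds titrated on V1b-expressing HEK293 cells. Preincubation 30 min at 37C, vasopressin 25 nM for 5 min, lysis 10 min, bead incubation 5 hr at room temperature.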
UbGFP stabilizer – proteasome inhibitors stabilizing ubiquitin-GFP reporter; Ubiquitin-GFP reporter cells, proteasome inhibition, GFP fluorescence; response scale: untreated = 0%, 10 µM MG-132 = 100%; Potency, µM (series often up to 45.9 µM), inactives show at the highest dose activation (GFP accumulation), usual class: activators; 67,000 tested, under 10 active; AID 526; active = well fitted activation curve with a large enough effect, not every such curve was filed as active; inconclusive = small, poorly fitted or top-dose-only effect, or another doubt; inactive = no such curve, though single readings can be large or run the other way; also: potency is read from the fitted curve at half-maximal effect
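Reporter cells (U2OS, ubiquitin-G76V-GFP fusion) are plated overnight, then treated 4 hr at 37 °C with compound titrations from 46 uM down to 2.9 nM. Activity is scaled against untreated cells and 10 uM MG-132.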
FLuc inh – firefly luciferase inhibition. Potency, µM (series often up to 57.1 µM), without a hit: at the highest dose activity change, negative = inhibition, usual class: inhibitors. 72,000 tested, 2.2% active. purified firefly luciferase, luminescence, 8 min. AID 411; also: potency is read from the fitted curve at half-maximal effect; % is scaled to controls: 0 for no effect and ±100 for the full control effect; nearly all actives have a fitted effect of over 40% in size
Target sequence (P08659 whole entry, looked up): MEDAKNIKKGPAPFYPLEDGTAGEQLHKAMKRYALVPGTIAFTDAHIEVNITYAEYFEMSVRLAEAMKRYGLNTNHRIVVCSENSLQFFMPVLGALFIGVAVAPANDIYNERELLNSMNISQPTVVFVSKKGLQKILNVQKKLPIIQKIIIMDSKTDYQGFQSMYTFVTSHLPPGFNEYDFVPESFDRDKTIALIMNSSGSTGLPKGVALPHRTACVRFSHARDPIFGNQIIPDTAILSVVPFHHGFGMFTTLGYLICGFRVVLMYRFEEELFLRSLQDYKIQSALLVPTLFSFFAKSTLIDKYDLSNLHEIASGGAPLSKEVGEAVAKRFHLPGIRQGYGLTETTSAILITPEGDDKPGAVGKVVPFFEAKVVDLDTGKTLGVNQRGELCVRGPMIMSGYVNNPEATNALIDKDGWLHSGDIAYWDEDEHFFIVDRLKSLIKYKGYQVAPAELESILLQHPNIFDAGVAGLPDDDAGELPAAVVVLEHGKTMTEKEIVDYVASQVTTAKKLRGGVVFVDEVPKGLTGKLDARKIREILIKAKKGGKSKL
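Luminescence read-out after 8 min at room temperature; enzyme reaction used luciferin plus 10 uM ATP (linear range) in imidazole buffer pH 7.2 with KCl, MgCl2, Tween 20 and BSA. Each sample was run as a titration.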
4-MU autofl – compound fluoresces in the 4-MU spectral region. compound autofluorescence, 340/450 nm, 4-MU equivalents; active compounds read high. max dye-equivalent concentration, M. 59,000 tested, 11% active. AID 589; in the data active = max dye-equivalent concentration above about 10 nM; inconclusive = mostly about 1.1 nM to 9.6 nM
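Compounds in 100 mM Tris, pH 8.0, incubated 15 min at room temperature, then fluorescence read at 340 nm excitation/450 nm emission. Signal converted to 4-MU dye-equivalent concentration using an on-plate six-point 4-MU standard curve.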
GFP derepression – epigenetic GFP locus derepression in mouse cells | 68,000 tested, 0.09% active | mouse C127i GFP locus derepression, cytometry, 30 h | Potency, µM (highest dose often 46.1 µM), for the others: at the highest dose GFP derepression (activation); also: % of control where 0% means no effect
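Read-out is the number of GFP-positive cells, scored as fluorescent objects 20 to 120 um wide, reflecting derepression of a silenced CMV-GFP reporter in murine C127i cells after 30 h compound exposure at 37 C.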
Texas Red fluor – compounds fluorescent in Texas Red spectral region; 59,000 tested, 0.06% active; max dye-equivalent concentration, M; Compound fluorescence, Texas Red channel, 547/618 nm; active compounds read high; in the data active = max dye-equivalent concentration above about 10 nM; inconclusive = between about 1.1 nM and that limit
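Pin-transferred compounds and Texas Red standards go into 100 mM Tris buffer, pH 8.0. After 15 min at room temperature, plates are imaged with 547/618 nm filters. Each value is a dye-equivalent concentration derived from the per-plate dye curve.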
HBB splice mod – alters splicing of the hemoglobin beta chain. Potency, µM (top dose mostly 46.1 µM), for the others: at the top dose activation, actives largely listed as activators. AID 925. HBB splicing reporter cell assay, activation; EGFP reporter with mutant IVS2-654 intron; response scale: normalised to 500 nM splice-correcting PNA. 65,000 tested, 0.06% active; also: potency is read from the fitted curve at half-maximal effect; 0% is about no effect
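Compounds were applied for 2 days to HeLa EGFP-654 cells, 500/well in Optimem with 2% FCS. The reporter's EGFP is disrupted by mis-splicing of beta-globin intron IVS2-654. Readout: summed well GFP fluorescence from 488 nm laser scanning; reference was 500 nM antisense […] 654 PNA.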
CRE-bla Fsk – modulators of forskolin-stimulated CRE signaling in CHO cells. CHO CRE-bla reporter (cAMP response element driving beta-lactamase), forskolin EC10, beta-lactamase ratio. Potency, µM (doses to about 38.2 µM), without a hit: top-dose activity change, negative = inhibition, actives largely listed as activators. 71,000 tested, 2.5% active; active = well fitted activation curve with a large enough effect in the signal ratio, with a control signal flat, not every such curve was filed as active; inconclusive = small, poorly fitted or top-dose-only effect, or effect the other way, or a change in a side signal; the % refers to the signal ratio; also: potency is read from the fitted curve at half-maximal effect; % of control where 0% means no effect
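Cells were plated overnight at 37 °C, exposed to compound titrations plus EC10 NKH 477 for 3 h, then given CCF4 dye for 2 h at room temperature. Blue/green (460/530 nm) ratio was converted to %Activity and AC50 values calculated.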
A350 autofl – A350 region autofluorescence | Compound autofluorescence, 340/450 nm, Alexa 350 dye-equivalents; active compounds read high | max dye-equivalent concentration, M | 59,000 tested, 11% active; in the data active = max dye-equivalent concentration above about 10 nM; inconclusive = mostly about 1.1 nM to 9.6 nM
Hsp90 Hop PPI – changes Hsp90-Hop TPR2A binding signal, up or down. AlphaScreen TPR2A-His6 binding biotin-Hsp90 C-terminal peptide. Potency, µM (doses to about 57 µM), without a hit: at the highest dose activity change, negative = inhibition. 71,000 tested, 0.44% active. AID 595; active = well fitted curve in either direction with a large enough effect; inconclusive = small, poorly fitted or top-dose-only effect, or another doubt; also: potency is read from the fitted curve at half-maximal effect; % is scaled to controls: 0 for no effect and ±100 for the full control effect; many of its hits are not listed in these tables
Fluorescein fluor – compound autofluorescence in fluorescein spectral region. Compound autofluorescence, 480/540 nm, fluorescein-equivalent; active compounds read high. max fluorescein-equivalent concentration, M. 59,000 tested, 0.91% active; in the data active = max fluorescein-equivalent concentration above about 10 nM; inconclusive = between about 1.1 nM and that limit
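Read-out is intrinsic compound fluorescence at 480/540 nm (excitation/emission), expressed as dye-equivalent concentration using a fluorescein standard series run on every plate. Compounds sat 15 min at room temperature in 100 mM Tris, pH 8.0.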
The depositor's hits bear a star; i = inactive; ? = inconclusive; nt = not tested or not shown; [ ] = another dose, or the depositor's remark. Unless noted, calls follow the shape of the dose curve; as a rule, active = well fitted curve in the direction sought with a large enough effect; inconclusive = small, poorly fitted or top-dose-only effect, or another doubt; inactive = no such curve, though single readings can be large; an effect the other way counts as inactive or inconclusive. Not all compounds are listed; rates above refer to the full screens.

Every second line gives: ERK AVP inh, UbGFP stabilizer, FLuc inh, 4-MU autofl, GFP derepression, Texas Red fluor, HBB splice mod, CRE-bla Fsk, A350 autofl, Hsp90 Hop PPI, Fluorescein fluor
COc1cccc(-c2cc(C(=O)Nc3ccc(OC)c(OC)c3)no2)c1
  3%, 0%, -4%, i, 0%, i, -0.7%, -8%, i, 1%, i
O=C1CC(c2cccnc2)c2cc3c(cc2N1)OCCO3 (stereo unspecified)
  -30%, 16%, 3%, nt, -3%, nt, -0.4%, 5%, nt, 0%, nt
O=C(Cc1cn2ccsc2n1)NCc1ccccc1
  -20%, 5%, 3%, i, 0%, i, -0.3%[57.5 µM], -3%, i, -5%, i
O=C(NCCSCc1c(F)cccc1Cl)c1ccco1
  0%, -6%, -4%, i, 2%, i, nt, 0%, i, 4%, i
Cc1noc(C)c1CSc1ccccc1C(=O)Nc1nccs1
  3%, 1%, 0%, i, 3%, i, -0.3%[57.5 µM], -6%, i, -2%, ?
O=C(c1cnccn1)N1CCc2ccccc21
  -29%, 0%, -4%, i, -2%, i, 1.6%[57.5 µM], -13%, i, -4%, i
O=C(Nc1ccc(Cl)cc1C(=O)NCc1cccnc1)c1ccco1
  -8%, -4%, 1%, i, -3%, i, -0.9%, ?, i, 3%, i
CN1CCN(C(CNS(=O)(=O)c2ccc(F)cc2)c2cccnc2)CC1 (stereo unspecified)
  -9%, -5%, 0%, i, -1%, i, -4.1%, -9%, i, 0%, i
O=C(CSc1nnc(-c2cnccn2)n1Cc1ccco1)c1ccc(Cl)c(Cl)c1
  -27%, 4%, 2%, i, 0%, i, 3.4%[0.369 µM], 3%, i, -7%, i
Cc1cccc2cc(COC(=O)c3ccccn3)c(=O)[nH]c12
  ?, nt, 1%, ?, 0%, i, 2.8%[0.369 µM], -4%, ?, -3%, ?
CCOC(=O)C(CC)Sc1nc(-c2ccc(OC)cc2)nc2c1c(=O)n(C)c(=O)n2C (stereo unspecified)
  -15%, 20%, 0%, 4.1e-08M*, 4%, i, -1.8%, 4%, 3.2e-08M*, -2%, i
COc1ccc(-n2nc(C(=O)N3CCN(Cc4ccc5c(c4)OCO5)CC3)c3ccccc3c2=O)cc1
  6%, 5%, 1%, i, -1%, ?, -1.2%, 0%, i, 0%, i
CC(C)c1ccccc1NC(=O)CCCC(=O)O
  -13%, 15%[9.17 µM], 0%, nt, 0%, nt, 0.3%[0.0738 µM], ?, nt, -7%[11 µM], nt
Cc1ccc(C)c(N(CC(=O)NC2CCCC2)C(=O)CCCC(=O)Nc2ccccn2)c1
  13%, -5%, 2%, i, -1%, ?, -0.3%, 5%, i, -1%, ?
Cn1nnc(NC(=O)C(c2ccccc2)c2ccccc2)n1
  2%, -5%, 2%, ?, 0%, i, 2.7%, -23%, ?, -1%, i
COc1cccc(-c2nc(N3CCCCC3C)c3ccccc3n2)c1O (stereo unspecified)
  nt, nt, 0%[25.5 µM], i, 0%[20.6 µM], i, nt, nt, i, nt, i
O=C(c1csc2ccccc12)N1CCN(c2ccccn2)CC1
  -26%, 8%, -1%, i, 1%, i, -2.9%, 0%, i, 0%, i
CCOC(=O)C1=C(C)NC(SCC(=O)Nc2nc(C)cs2)=C(C#N)C1c1cccs1 (stereo unspecified)
  nt, nt, 0%[25.5 µM], i, 0%[20.6 µM], i, nt, nt, ?, nt, ?
O=C(NCN1C(=O)C2C3C=CC(C3)C2C1=O)Nc1nccs1 (stereo unspecified)
  4%, -1%, 0%, i, 0%, i, -0.9%, -2%, i, -3%, i
Cc1nn(Cc2ccccc2)c(N)c1-c1ccccc1
  -16%, 6%, 4%, nt, 0%, nt, -1.7%, 7%, nt, -5%, nt

Quoted from the entries so far for reference:
Every second line gives: ERK AVP inh, UbGFP stabilizer, FLuc inh, 4-MU autofl, GFP derepression, Texas Red fluor, HBB splice mod, CRE-bla Fsk, A350 autofl, Hsp90 Hop PPI, Fluorescein fluor
COc1ccc(-n2nc(C(=O)N3CCN(Cc4ccc5c(c4)OCO5)CC3)c3ccccc3c2=O)cc1
  6%, 5%, 1%, i, -1%, ?, -1.2%, 0%, i, 0%, i
CC(C)c1ccccc1NC(=O)CCCC(=O)O
  -13%, 15%[9.17 µM], 0%, nt, 0%, nt, 0.3%[0.0738 µM], ?, nt, -7%[11 µM], nt
Cc1ccc(C)c(N(CC(=O)NC2CCCC2)C(=O)CCCC(=O)Nc2ccccn2)c1
  13%, -5%, 2%, i, -1%, ?, -0.3%, 5%, i, -1%, ?
Cn1nnc(NC(=O)C(c2ccccc2)c2ccccc2)n1
  2%, -5%, 2%, ?, 0%, i, 2.7%, -23%, ?, -1%, i
COc1cccc(-c2nc(N3CCCCC3C)c3ccccc3n2)c1O (stereo unspecified)
  nt, nt, 0%[25.5 µM], i, 0%[20.6 µM], i, nt, nt, i, nt, i
O=C(c1csc2ccccc12)N1CCN(c2ccccn2)CC1
  -26%, 8%, -1%, i, 1%, i, -2.9%, 0%, i, 0%, i
CCOC(=O)C1=C(C)NC(SCC(=O)Nc2nc(C)cs2)=C(C#N)C1c1cccs1 (stereo unspecified)
  nt, nt, 0%[25.5 µM], i, 0%[20.6 µM], i, nt, nt, ?, nt, ?
O=C(NCN1C(=O)C2C3C=CC(C3)C2C1=O)Nc1nccs1 (stereo unspecified)
  4%, -1%, 0%, i, 0%, i, -0.9%, -2%, i, -3%, i
Cc1nn(Cc2ccccc2)c(N)c1-c1ccccc1
  -16%, 6%, 4%, nt, 0%, nt, -1.7%, 7%, nt, -5%, nt

Next section
Every second line gives: ERK AVP inh, UbGFP stabilizer, FLuc inh, 4-MU autofl, GFP derepression, Texas Red fluor, HBB splice mod, CRE-bla Fsk, A350 autofl, Hsp90 Hop PPI, Fluorescein fluor
COc1ccc(CSc2nnc(N)s2)cc1F
  -21%, 4%, 1%, i, 1%, i, nt, -2%, i, 2%, i
Cc1occc1-c1nnc(SCC(=O)Nc2ccc(F)cc2)n1Cc1ccccc1
  3%, -2%, 3%, i, 0%, i, -1.9%, -10%, i, -4%, ?
CCC(=O)N(Cc1ccc(S(N)(=O)=O)cc1)C1CC(=O)N(c2ccc(OC)cc2)C1=O (stereo unspecified)
  -14%, -2%, 0%, i, -2%, i, nt, -1%, i, 1%, i
O=C(Nc1ccccc1N1CCN(C(=O)c2ccc(Cl)cc2)CC1)c1cc2ccccc2o1
  -8%, 6%, 3%, i, -3%, i, 1.1%, ?, i, -3%, i
Cc1cccc(-c2nsc(SCC(=O)NCc3ccco3)n2)c1
  19%, -3%, -12%, i, 3%, i, -3.0%, ?, i, 1%, i
O=C(c1cc(C(F)(F)F)cc(C(F)(F)F)c1)N1CCC[C@@]2(CCN(c3ncccn3)C2)C1
  11%, 0%, -1%[11.4 µM], i, 2%[9.22 µM], i, -0.1%, 3%, i, 2%, i
CCOc1ccc2[nH]c(=O)c(CN(Cc3ccco3)C(CC)c3nnnn3Cc3ccccc3)cc2c1 (stereo unspecified)
  -7%, -2%, -2%, 5.6e-08M*, 1%, ?, 0.1%, 23%, 6.1e-08M*, -5%, i
O=C(c1ccc(Br)cc1)N1CCN(S(=O)(=O)c2ccccc2)CC1
  nt, 10%, 0%, nt, nt, nt, -0.4%, ?, nt, 0%, nt
N#Cc1nc(-c2ccc(OCc3ccccc3)cc2)oc1N1CCC(C(N)=O)CC1
  -11%, -1%, 2%, 2.6e-08M*, 4%, i, 2.6%[0.369 µM], 17%, 2.5e-08M*, -8%, ?
CN(C)CCNc1oc(COc2ccc(Cl)cc2)nc1C#N
  9%, 9%, 0%, i, 6%, i, -0.5%, -8%, i, -5%, ?
Cc1[nH]nc2c1C(c1cn[nH]c1-c1ccc(F)cc1)C(C#N)=C(N)O2 (stereo unspecified)
  ?, 8%, 1%, i, -1%, i, 0.9%, ?, i, 4%, i
CCOC(=O)N1CCN(CC(=O)n2c(C)c(C)c3ccccc32)CC1
  25%, -12%, 3%, i, -2%, i, -1.2%[57.5 µM], -6%, i, ?, ?
COc1ccc(OC)c(-c2cc(C(=O)N3CCc4ccccc4C3)no2)c1
  45%[activator], -7%, 5%, ?, 1%, i, -2.5%, 5µM*, ?, 11%, i
O=P(c1ccccc1)(c1ccccc1)C(O)c1ccco1 (stereo unspecified)
  -4%, -10%, 1%, nt, -2%, nt, 0.1%, 2%, nt, -6%, nt
CCOc1ccccc1OCC(=O)Nc1ccc(S(=O)(=O)Nc2nc(C)cc(C)n2)cc1
  -25%, 7%, 1%, i, 0%, i, -4.0%, ?, i, -2%, i
COc1cc(OC)cc(-n2nc(C(=O)NCCCN3CCOCC3)c3ccccc3c2=O)c1
  14%, 3%, -1%, i, -1%, ?, -0.9%, 26%, i, 0%, i

Source: PubChem
